BRCT inh green – inhibitors of human BRCA1 BRCT-phosphoprotein interaction (green fluorophore) | BRCA1 BRCT-phosphopeptide binding, green fluorescence polarization | Potency, µM (doses to about 76.9 µM), for inactives: top-dose activity change, negative = inhibition, actives largely listed as inhibitors | 75,000 tested, 0.05% active | AID 875;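 further: potency means the concentration at half of the fitted maximal effect; plate controls were peptide without protein for full effect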
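Compounds were incubated for 12 min at room temperature with a complex of 100 nM fluorescein-tagged pBACH1 decapeptide and 250 nM His-tagged BRCT protein. Buffer was phosphate pH 7.3 with EDTA, DTT and Tween 20. Disruption of binding lowers the polarization signal.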
4MU fluor – compound fluoresces in the 4-MU spectral region. AID 589. 59,000 tested, 11% active. compound autofluorescence, 340/450 nm, 4-MU equivalents; active compounds read high. max dye-equivalent concentration, M; in the data active means max dye-equivalent concentration above about 10 nM; inconclusive means mostly about 1.1 nM to 9.6 nM
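Intrinsic fluorescence at 340/450 nm (ex/em) was read after 15 min at room temperature in pH 8.0, 100 mM Tris. Each compound concentration expressed as 4-MU-equivalent concentration from a six-point 4-MU standard series on each plate.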
GFP derepression – epigenetic modulators derepressing GFP locus in mouse cells. mouse C127i GFP locus derepression, cytometry, 30 h. Potency, µM (titrated, usually from 46.1 µM), inactives show at the top dose GFP derepression (activation). 68,000 tested, 0.09% active. AID 597; further: % of control where 0% means no effect
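Murine C127i mammary cells carrying a silenced, stably integrated CMV-driven GFP reporter were treated with compound for 30 hours at 37 C. After PBS washes, GFP-positive cells were counted by laser-scanning microplate cytometry.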
Ub-GFP proteasome – ubiquitin-GFP accumulation via proteasome inhibition; 67,000 tested, under 10 active; Ubiquitin-GFP reporter cells, proteasome inhibition, GFP fluorescence; response scale: untreated = 0%, 10 µM MG-132 = 100%; Potency, µM (highest dose often 45.9 µM), for the others: top-dose activation (GFP accumulation), usual class: activators; AID 526; active means well fitted activation curve with a large enough effect, not every such curve was filed as active; inconclusive means small, poorly fitted or top-dose-only effect, or another doubt; inactive means no such curve, though single readings can be large or run the other way; further: potency means the concentration at half of the fitted maximal effect
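Proteasome block read as GFP accumulation: ubiquitin(G76V)-GFP U2OS cells exposed to compound (2.9 nM–46 uM) for 4 hr at 37 C. Normalization used untreated cells as 0% and 10 uM MG-132 as 100%; concentration-response curves fitted.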
Hsp90 Hop PPI – changes Hsp90-Hop TPR2A binding signal, up or down; AlphaScreen TPR2A-His6 binding biotin-Hsp90 C-terminal peptide; Potency, µM (doses to about 57 µM), without a hit: at the highest dose activity change, negative = inhibition; 71,000 tested, 0.44% active; active means well fitted curve in either direction with a large enough effect; inconclusive means small, poorly fitted or top-dose-only effect, or another doubt; further: potency means the concentration at half of the fitted maximal effect; on the % scale 0 is the no-effect control and ±100 the full control effect; many of its hits are not listed in these tables
BRCT PPI red – inhibitors of human BRCA1 BRCT-phosphoprotein interaction (red fluorophore). P38398. Potency, µM (doses to about 76.9 µM), without a hit: at the top dose activity change, negative = inhibition, hits mostly inhibitors. BRCT-phosphopeptide binding, red fluorescence polarization. 75,000 tested, 0.03% active. AID 892; further: on the % scale 0 is the no-effect control and ±100 the full control effect
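Fluorescence polarization: 100 nM His-tagged BRCA1 BRCT with 100 nM TAMRA-labelled phospho-BACH1 decapeptide, phosphate buffer pH 7.3 with 150 mM NaCl, DTT, 0.01% Tween 20; 12 min RT. Binding inhibition seen as FP decrease.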
A350 fluor – compound fluoresces in the Alexa 350 spectral region; Compound autofluorescence, 340/450 nm, Alexa 350 dye-equivalents; active compounds read high; max dye-equivalent concentration, M; 59,000 tested, 11% active; AID 590; in the data active means max dye-equivalent concentration above about 10 nM; inconclusive means mostly about 1.1 nM to 9.6 nM
CRE-bla Fsk – alters forskolin-stimulated CRE reporter signaling in CHO cells; CHO CRE-bla reporter (cAMP response element driving beta-lactamase), forskolin EC10, beta-lactamase ratio; Potency, µM (top dose mostly 38.2 µM), inactives show top-dose activity change, negative = inhibition, actives largely listed as activators; 71,000 tested, 2.5% active; AID 662; active means well fitted activation curve with a large enough effect in the signal ratio, with a control signal flat, not every such curve was filed as active; inconclusive means small, poorly fitted or top-dose-only effect, or effect the other way, or a change in a side signal; the % refers to the signal ratio; further: potency means the concentration at half of the fitted maximal effect; % of control where 0% means no effect
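CHO CRE-bla cells, overnight plating in Opti-MEM with 0.5% dialyzed FBS; cpd titration + EC10 NKH 477, 3 h 37 °C; CCF4 2 h RT; ex 405/em 460 vs 530 ratio → %Activity, AC50.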
HBB splice mod – alters splicing of the hemoglobin beta chain | HBB splicing reporter cell assay, activation; EGFP reporter with mutant IVS2-654 intron; response scale: normalised to 500 nM splice-correcting PNA | Potency, µM (highest dose often 46.1 µM), for the others: top-dose activation, actives largely listed as activators | 65,000 tested, 0.06% active | AID 925; further: potency means the concentration at half of the fitted maximal effect; 0% is about no effect
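HeLa cells stably expressing EGFP interrupted by mutant beta-globin intron 2 (IVS2-654), 500/well in 2% FCS. Treated with compound for 2 days at 37C. Splicing correction scored as total well GFP intensity (488 nm excitation, 500-520 nm emission); 500 nM antisense PNA served as control.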
ALOX15 inhib – blocks human 15-lipoxygenase activity; AID 887; 74,000 tested, 1.4% active; purified 15hLO-1, xylenol orange hydroperoxide absorbance; Potency, µM (doses to about 57.1 µM), for inactives: at the highest dose activity change, negative = inhibition, most hits filed as inhibitors; further: potency means the concentration at half of the fitted maximal effect; on the % scale 0 is the no-effect control and ±100 the full control effect; nearly all actives have a fitted effect of over 55% in size
Target sequence (P16050 whole entry, looked up): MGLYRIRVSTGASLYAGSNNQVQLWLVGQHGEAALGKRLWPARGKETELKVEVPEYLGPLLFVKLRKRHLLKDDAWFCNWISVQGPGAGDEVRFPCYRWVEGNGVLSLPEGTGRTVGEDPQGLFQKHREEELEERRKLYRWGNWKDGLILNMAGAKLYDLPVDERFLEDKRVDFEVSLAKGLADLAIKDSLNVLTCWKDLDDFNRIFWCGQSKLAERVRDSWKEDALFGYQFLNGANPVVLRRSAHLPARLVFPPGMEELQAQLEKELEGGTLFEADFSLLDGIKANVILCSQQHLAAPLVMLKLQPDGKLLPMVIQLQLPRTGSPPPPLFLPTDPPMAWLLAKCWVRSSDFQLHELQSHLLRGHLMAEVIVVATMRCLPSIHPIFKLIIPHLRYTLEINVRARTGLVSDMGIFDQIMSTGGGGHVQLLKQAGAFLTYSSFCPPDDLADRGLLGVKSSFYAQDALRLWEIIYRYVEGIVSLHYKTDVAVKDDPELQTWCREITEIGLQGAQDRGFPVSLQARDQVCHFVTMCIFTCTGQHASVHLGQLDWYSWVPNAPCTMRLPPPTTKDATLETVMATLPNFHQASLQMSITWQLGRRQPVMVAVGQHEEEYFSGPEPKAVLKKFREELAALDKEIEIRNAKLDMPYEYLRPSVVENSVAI
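Readout: Fe(III)-xylenol orange absorbance, 573-to-405 nm ratio as reaction progress. Enzyme 40 nM purified human 15hLO-1, substrate 50 uM arachidonic acid, 6 min RT after 15 min compound preincubation; Hepes pH 7.5 buffer with Triton X-100.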
DNA Pol III inh – inhibitors of bacterial DNA polymerase III holoenzyme; reconstituted DNA polymerase III holoenzyme replication, biochemical; Potency, µM (titrated, usually from 57.1 µM), for inactives: top-dose activity change, negative = inhibition; 71,000 tested, 0.25% active; further: potency means the concentration at half of the fitted maximal effect; on the % scale 0 is the no-effect control and ±100 the full control effect
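Reconstituted *E. coli* holoenzyme (0.35 nM Pol III, 1 nM beta, 154 nM SSB, 2 nM primase) was preincubated with compound for 15 min at RT. Synthesis on 1.4 nM ssM13Gori ran 35 min, then was stopped with PicoGreen/EDTA and read as dsDNA fluorescence.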
The depositor's hits bear a star; i = inactive; ? = inconclusive; · = no result given; [ ] = another dose, or the depositor's remark. Unless noted, the call rests on the fitted dose curve; in most records, active means well fitted curve in the direction sought with a large enough effect; inconclusive means small, poorly fitted or top-dose-only effect, or another doubt; inactive means no such curve, though single readings can be large; an effect the other way counts as inactive or inconclusive.

Screens in order: 4MU fluor | Ub-GFP proteasome | HBB splice mod | BRCT PPI red | A350 fluor | ALOX15 inhib | Hsp90 Hop PPI | GFP derepression | CRE-bla Fsk | DNA Pol III inh | BRCT inh green
- COc1ccccc1CNC(=O)c1ccc(S(=O)(=O)N(C)C)cc1
→ i | -7% | 3.7% | 0.1% | i | -10% | 0% | 0% | -7% | -3% | -1.3%
- CC(C)CC(c1nnnn1Cc1ccco1)N1CCN(c2cccc(Cl)c2)CC1 (configuration not stated)
→ i | -4% | -0.3%[57.5 µM] | -0.5% | i | -1% | 11% | -4% | -5% | 1% | -2.8%
- CCn1nc(NC(=O)c2ccccn2)c2cc3cc(C)ccc3nc21
→ 3.4e-08M* | -1% | -1.6%[57.5 µM] | 1.1% | 4.5e-08M* | 10% | ? | 20% | ? | -9% | -1.9%
- O=c1[nH]ccc2c(O)cccc12
→ 5.3e-08M* | 0% | -0.5% | 0.9% | 5.1e-08M* | 3% | -3% | -1% | -9% | 1% | -1.4%
- CC(C)N(C(=O)Cn1cnc2c(cnn2-c2ccccc2Cl)c1=O)C(C)C
→ i | 2% | · | -1.5% | i | 15% | 1% | 4% | 5% | 2% | -3.9%
- CCCn1c(SCC(=O)NCCc2ccccc2)nnc1-c1ccccn1
→ i | 2% | 1.0%[57.5 µM] | -0.7% | i | 3% | -13% | 0% | 2% | -2% | -1.6%
- CCOC(=O)N1CCN(C(=O)c2ccc3c(=O)n(-c4ccc(OC)cc4OC)c(=S)[nH]c3c2)CC1
→ i | -9% | 1.4% | -0.3% | i | -16% | 4% | -1% | ? | -2% | -1.2%
- CCOC(=O)c1c(NC(=O)CSc2nnc(-c3cccnc3)o2)sc(C(C)=O)c1C
→ i | 1% | -0.2%[57.5 µM] | -0.2% | i | 2% | -1% | 2% | ? | -5% | 4.6%
- CCOP(=O)(c1c(F)c(F)c(F)c(F)c1F)C(O)c1ccccc1 (configuration not stated)
→ ? | -3% | -4.5%[57.5 µM] | -0.6% | ? | ? | 1% | 5% | ? | -2% | -3.4%
- CC(=O)Nc1ccc(S(=O)(=O)Nc2nc(C)cc(-n3nc(C)cc3C)n2)cc1
→ · | -10%[9.17 µM] | -2.1%[0.0738 µM] | 0.5% | · | 7%[11.4 µM] | 0%[11 µM] | -2% | 16%[7.6 µM] | -3%[11.4 µM] | -0.7%
- CC1CN(C(=O)C2CCCCC2)C(C)CN1C(=O)C1CCCCC1 (configuration not stated)
→ i | 2% | -0.7% | 1.5% | i | 3% | 0% | 3% | 4% | -5% | 0.2%
- COc1ccc(-c2nc(Cn3c(SCc4cccc(F)c4)nc4ccncc43)c(C)o2)cc1OC
→ · | -2% | 0.3% | -2.1% | · | -12% | -16% | 0% | 19% | 4% | 2.4%
- Cc1ccc(C(=O)C(C)OC(=O)C2=COCCO2)cc1C (configuration not stated)
→ i | -4% | 0.0%[57.5 µM] | -0.2% | i | 3% | 2% | 1% | -4% | -2% | 0.2%
- Cc1nn(-c2ccccc2)c2c1C(O)n1c(nc3ccccc31)S2 (configuration not stated)
→ i | -1% | 3.8% | 2.0% | i | -8% | -1% | 2% | ? | -3% | -0.9%
- CCN(CC)c1ccc2cc(C(=O)O)c(=O)oc2c1
→ · | 3% | 6.7% | -2.6% | · | · | · | 0% | · | -19% | 1.7%
- C#C[C@@]1(O)CC[C@@H]2[C@@H]3CCC4=CC(=O)CC[C@@H]4[C@H]3CC[C@]21C
→ 4.8e-07M* | 0%[20.5 µM] | -0.4%[20.6 µM] | 0.6%[34.4 µM] | 4.3e-07M* | 0%[25.6 µM] | -1%[26 µM] | 5%[20.6 µM] | -8%[17.1 µM] | 0%[25.6 µM] | -1.3%[34.4 µM]
- CSC1CCCCC1(O)CSc1nc2c(cc1C#N)CCCC2 (configuration not stated)
→ i | 8% | 0.7% | 0.9% | i | ? | 2% | -4% | 1% | -2% | 0.2%
- COc1ccc(C(=O)N2CCC3(CCCN(Cc4ccc(C#N)cc4)C3)CC2)cc1
→ i | -6% | 2.2% | 0.9% | i | -5% | 3% | -10%[9.22 µM] | -6% | -2% | -3.8%
- O=C(O)C1CCCCC1C(=O)Nc1ccc2c(c1)CCC2 (configuration not stated)
→ i | 1% | 2.8% | 0.2% | i | -3% | -3% | 0% | -2% | -4% | 0.6%
- Cn1ccnc1SCC(=O)NC1CCCCC1
→ i | -1% | -0.1%[57.5 µM] | -0.7% | i | 9% | 1% | -3% | 3% | -1% | -1.0%
- CC(C(=O)Nc1ccc2c(c1)OCO2)N(c1ccc(Cl)cc1)S(C)(=O)=O (configuration not stated)
→ 2.9e-08M* | 1% | -1.0% | -0.3% | 2.7e-08M* | -10% | -2% | 0% | -22% | 9% | 2.2%
- O=C(Nc1ccc(F)cc1)Nc1ccc(Cl)cn1
→ i | 3% | -0.9% | 0.5% | i | 3% | -1% | 5% | ? | -4% | 4.1%
- O=C(Nc1ccccc1C(F)(F)F)c1cc(S(=O)(=O)N2CCOCC2)ccc1F
→ i | -5% | -4.4% | 0.9% | i | 2% | -3% | 1% | 8% | -3% | -6.1%
- CCCC=O
→ · | · | 0.4% | 0.0% | · | -2% | 0% | · | 5% | -8% | -1.5%
- C/C(Nc1cccc(F)c1)=C(/C#N)C(N)=O
→ i | 0% | -2.0% | -0.2% | i | 0% | -6% | 0% | ? | -1% | -1.9%
- CCCCCC1=C2CNC(Cc3ccccc3)(C(=O)OC)C=C2C(C)C1=O (configuration not stated)
→ · | · | 0.1% | -2.5% | · | · | -1% | · | ? | 12% | 0.5%
- COc1cc(N)c(Cl)cc1C(=O)CCC1CCN(CCNS(C)(=O)=O)CC1
→ · | 7% | · | -0.2% | · | 5%[25.6 µM] | -1% | 2% | -4% | -3% | 0.2%
- Cc1cccc(N2CCN(C(=O)c3cc4ccccc4oc3=O)CC2)c1C
→ · | 3% | -0.2% | -0.5% | · | -10% | -1% | · | -16% | -2% | 1.3%
- CCOC(=O)Cn1c(=O)oc2cc(S(=O)(=O)N3CCCC(C(=O)OCC)C3)ccc21 (configuration not stated)
→ · | 0% | -1.4% | 1.1% | · | 7% | 0% | · | -6% | -2% | 2.7%
- Cc1ccc(NC(=O)CN(c2cc(C)cc(C)c2)S(=O)(=O)c2c(C)noc2C)nc1
→ · | 17% | -0.8% | 0.1% | · | -2% | 1% | 3% | 7% | -10% | 0.7%

Random excerpt: 3 entries already listed.
Screens in order: 4MU fluor | Ub-GFP proteasome | HBB splice mod | BRCT PPI red | A350 fluor | ALOX15 inhib | Hsp90 Hop PPI | GFP derepression | CRE-bla Fsk | DNA Pol III inh | BRCT inh green
- CC(C)N(C(=O)Cn1cnc2c(cnn2-c2ccccc2Cl)c1=O)C(C)C
→ i | 2% | · | -1.5% | i | 15% | 1% | 4% | 5% | 2% | -3.9%
- Cc1cccc(N2CCN(C(=O)c3cc4ccccc4oc3=O)CC2)c1C
→ · | 3% | -0.2% | -0.5% | · | -10% | -1% | · | -16% | -2% | 1.3%
- CCOC(=O)Cn1c(=O)oc2cc(S(=O)(=O)N3CCCC(C(=O)OCC)C3)ccc21 (configuration not stated)
→ · | 0% | -1.4% | 1.1% | · | 7% | 0% | · | -6% | -2% | 2.7%

Continuation:
Screens in order: 4MU fluor | Ub-GFP proteasome | HBB splice mod | BRCT PPI red | A350 fluor | ALOX15 inhib | Hsp90 Hop PPI | GFP derepression | CRE-bla Fsk | DNA Pol III inh | BRCT inh green
- O=c1c2ccccc2c(/C=N/n2cnnc2)c(O)n1-c1ccccc1F
→ 1.2e-07M* | · | 1.5%[0.369 µM] | 0.3% | 1.7e-07M* | 4% | -7% | 0% | ? | -8% | -0.2%
- CCN(CC)CCOc1ncnc2c1oc1ccccc12
→ i | 0% | 3.2%[1.84 µM] | -0.8% | i | 1% | 1% | 4% | ? | -2% | -1.6%
- COc1ccc(C)cc1S(=O)(=O)Nc1ccc(F)cc1
→ i | -4% | -0.7% | 0.4% | i | -3% | -3% | 4% | -9% | -2% | -1.2%
- CCOC(=O)CNC(=O)CSc1nnc(-c2cccc(OC)c2)n1CC
→ i | -1% | 0.1%[1.84 µM] | -0.7% | i | -1% | 0% | -1% | 13% | -2% | -0.3%
- COCc1nnc(NC(=O)CCCOc2ccccc2OC)s1
→ i | 2% | · | 0.5% | i | -2% | -5% | 0% | 1% | -11% | -0.4%
- N#C/C=C1/NC(=O)c2ccccc2S1
→ i | 1% | 0.7%[57.5 µM] | -0.9% | i | -9% | 0% | -1% | 26% | 1% | 2.1%
- O=c1ccc(Oc2nc(N3CCCCC3)nc(N3CCCCC3)n2)n[nH]1
→ i | 2% | · | -0.7% | i | 11% | -6% | 0% | 11% | -3% | 0.4%
